BRCA1 expr act – BRCA1 expression activation; MCF7-BRCA1-FFLuc reporter, luminescence, 48 h; response scale: scaled: vehicle 0%, 10 µM genistein 100%; Potency, µM (series often up to 46.1 µM), for the others: top-dose activation, usual class: activators; 380,000 compounds, 1.1% hits; AID 624202; active means well fitted activation curve with a large enough effect; inconclusive means small, poorly fitted or top-dose-only effect; inactive means no such curve, though single readings can be large or run the other way; further: nearly all actives have a fitted effect of over 80% in size; some results filed as inactive show a strong effect at the top dose
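Reporter cells (MCF7, BRCA1 promoter-firefly luciferase) received library compounds across a concentration series for 48 h. End-point luminescence was measured and concentration-effect curves derived after normalization.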
uPA surface inh – inhibitors of cell surface uPA generation; 330,000 compounds, 0.31% hits; Potency, µM (highest dose often 38.3 µM), inactives show at the top dose activity change, negative = inhibition, hits mostly inhibitors; cell surface uPA generation assay, qHTS; active means well fitted inhibition curve with a large enough effect; inconclusive means small, poorly fitted or top-dose-only effect; inactive means no such curve, though single readings can be large or run the other way; tested in mouse RAW 264.7 cells; further: on the % scale 0 is the no-effect control and ±100 the full control effect; nearly all actives have a fitted effect of over 55% in size
Numbers without * were called inactive; ? = inconclusive; [ ] = remark or other dose. Potency means the concentration at half of the fitted maximal effect. These rows are one share of the data (hit frequency here may not be typical).

SMILES	BRCA1 expr act	uPA surface inh
O=S(=O)(Cc1ccccc1)NC1c2ccccc2Oc2ccccc21	-21.1%	-3.6%
O=C(Nc1cccc2ccccc12)ON=C1CCCCC1	-2.8%	-6.0%
Cc1nc(N)nc(N)c1CCCc1ccc(Cl)c(Cl)c1	-15.6%	-5.8%
Cc1noc(C)c1COc1ccccc1C(=O)NC(C)c1ccc(F)cc1 (stereo not drawn)	-21.4%	8.8%
C#CCOCCOCCOCCNc1nc(N2CCN(C(=O)C([C@@H](C)CC)n3cc(C(N)COC(=O)C(F)(F)F)nn3)CC2)nc(N2CCN(C(=O)C([C@@H](C)CC)n3cc(C(N)CC(C)C)nn3)CC2)n1 (stereo partly drawn)	-3.5%	5.6%
NC(=O)c1ccc(N=Cc2c(O)ccc3ccccc23)cc1	-33.1%	0.8%
CCOc1cccc(C2C(C(=O)c3ccc(C)o3)=C(O)C(=O)N2c2nnc(C)s2)c1 (stereo not drawn)	-15.9%	-1.0%
COc1ccc(-c2cc(CN3C(=O)c4ccccc4C3=O)on2)cc1	-4.9%	4.0%
CC1CCC(NC(=O)c2ccc3c(c2)S(=O)(=O)c2ccccc2C3=O)CC1 (stereo not drawn)	-2.1%	-11.0%
C#Cc1ccc([C@H]2C=C(C(=O)OCC=C)O[C@@H](OCc3ccc(CO)cc3)C2)cc1	8.2%	6.3%
Cc1cc([N+](=O)[O-])c2ccccc2c1NS(=O)(=O)c1ccccc1	-43.6%	-3.0%
O=C(Cc1cccc(NC(=O)C2CCN(C(=O)C3CCCCC3)CC2)c1)Nc1cccc(C(=O)N2CCCCC2)c1	10.4%	18.7%
C[N+](C)(C)CCC(=O)N1C/C(=C/c2ccccc2)C(=O)/C(=C\c2ccccc2)C1	-90.2%	-9.1%
CCCCn1c(N)c(N(CC(C)C)C(=O)c2cc(Br)c(Br)s2)c(=O)[nH]c1=O	-6.4%	7.1%
S=c1sscc1-c1ccccc1	-16.8%	-0.1%
Cc1cccc(CN2C(=O)[C@H]3Cc4c([nH]c5ccccc45)C(C)(C)N3C2=O)c1	-43.1%	-6.2%
O=C(NCCNC(=O)Nc1ccc(Cl)cc1)Nc1ccc(Cl)cc1	-14.0%	8.4%
CN(C)c1ccc(C=NNC(=S)Nc2ccc(F)cc2)cc1	3.98µM*	-8.8%
Cc1cccc(N2CCN(C(=O)c3cc4c(=O)[nH]c5ccccc5c4n3C)CC2)c1C	-41.0%	1.6%
Brc1ccc(COc2cccc3cccnc23)cc1	?	5.0%
c1ccc2nc3c(ccc4ccccc43)cc2c1	44.3%	-5.4%
COc1cc(OC)cc(C(=O)N(Cc2ccco2)c2c(N)n(Cc3ccccc3)c(=O)[nH]c2=O)c1	-7.8%	-16.2%
O=C(O)c1ccc(NS(=O)(=O)Cc2ccc(Cl)c(Cl)c2)cc1	-11.7%	0.9%
CCCN(CC(=O)Nc1ccccc1OC)C(=O)c1ccc(S(=O)(=O)Nc2ccccc2OC)cc1	-8.2%	3.5%
Cc1ccc(C(=O)NN=Cc2ccc3c(c2)OCO3)cc1	?	-7.4%
CCOc1ccccc1N1CC(C(=O)NCCC2=CCCCC2)CC1=O (stereo not drawn)	90.1%	-3.7%
CC1CC(=O)Nc2ccccc2N1 (stereo not drawn)	-5.7%	-9.9%
Cc1c([N+](=O)[O-])cc(N2C(=O)C=CC2=O)cc1[N+](=O)[O-]	-4.2%	6.4%
CC1(c2nnc(-c3cccc(Cl)c3)o2)CC(c2ccccc2F)=NO1 (stereo not drawn)	9.5%	-1.8%
COc1cc2c(cc1OC)C(Cc1ccccc1[N+](=O)[O-])=NCC2	-17.5%	3.5%
CC(C)NC(=O)Nc1ccc2c(c1)C(=O)N([C@H](C)CO)C[C@H](C)[C@@H](CN(C)C(=O)NC(C)C)O2	4.2%	13.0%
C(=Cc1cnnc2ccccc12)c1ccccc1	49.0%	-17.3%
CC(C)(CC(=O)c1ccccc1)CC(=O)c1ccccc1	-11.9%	4.2%
CN(C(=O)c1cccc(NC(=O)Cc2ccc(NC(=O)C3CCN(C(=O)C4CC4)CC3)cc2)c1)C1CC1	20.0%	12.8%
CCOC(=O)c1[nH]c(C)c(/C(C)=N\O)c1C	3.0%	1.0%
O=C(Nc1ccccc1Cl)NN1CCCCCC1	32.9%	2.0%
Cc1ccc(NC2=C(Cl)C(=O)OC2OC(=O)c2ccco2)c(C)c1 (stereo not drawn)	-10.9%	-3.1%
Cc1cc(C)n(-c2nc3sc4c(c3c3nnc(SC(C)C)n23)CC(C)(C)OC4)n1	0.2%	5.2%
CC(=Nc1ccccc1)C1=C(O)C(Cc2ccc(O)cc2)NC1=O (stereo not drawn)	?	-6.9%
Cn1ccnc1-c1nnn(-c2ccc(Cl)c(Cl)c2)n1	-7.0%	13.3%

Entries from the list above containing sulfur (ten):
SMILES	BRCA1 expr act	uPA surface inh
O=S(=O)(Cc1ccccc1)NC1c2ccccc2Oc2ccccc21	-21.1%	-3.6%
CCOc1cccc(C2C(C(=O)c3ccc(C)o3)=C(O)C(=O)N2c2nnc(C)s2)c1 (stereo not drawn)	-15.9%	-1.0%
CC1CCC(NC(=O)c2ccc3c(c2)S(=O)(=O)c2ccccc2C3=O)CC1 (stereo not drawn)	-2.1%	-11.0%
Cc1cc([N+](=O)[O-])c2ccccc2c1NS(=O)(=O)c1ccccc1	-43.6%	-3.0%
CCCCn1c(N)c(N(CC(C)C)C(=O)c2cc(Br)c(Br)s2)c(=O)[nH]c1=O	-6.4%	7.1%
S=c1sscc1-c1ccccc1	-16.8%	-0.1%
CN(C)c1ccc(C=NNC(=S)Nc2ccc(F)cc2)cc1	3.98µM*	-8.8%
O=C(O)c1ccc(NS(=O)(=O)Cc2ccc(Cl)c(Cl)c2)cc1	-11.7%	0.9%
CCCN(CC(=O)Nc1ccccc1OC)C(=O)c1ccc(S(=O)(=O)Nc2ccccc2OC)cc1	-8.2%	3.5%
Cc1cc(C)n(-c2nc3sc4c(c3c3nnc(SC(C)C)n23)CC(C)(C)OC4)n1	0.2%	5.2%

Other compounds follow.
SMILES	BRCA1 expr act	uPA surface inh
CC(=O)Nc1ccc2c(c1)C(=Nc1cccc(C)c1)c1ccccc1-2	23.9%	-7.2%
Cc1nc(-c2ccc(Cl)cc2)sc1C1(C)CC(c2ccc(Br)cc2)=NO1 (stereo not drawn)	-7.5%	2.2%
Nc1ccc2[nH]c(=S)[nH]c2c1	-36.5%	0.1%
CC1(CCCN2C(=O)c3ccccc3C2=O)OCCO1	51.1%	0.4%
CS(=O)(=O)c1ccc2nc(NC(=O)C3CC3)sc2c1	26.3%	?
CCNc1ncnc2[nH]ncc12	2.8%	0.7%
COc1c(C(=O)Nc2ccccc2N2CCOCC2)cc2ccccc2c1Br	-60.1%	9.2%
O=C(O)c1cc([N+](=O)[O-])cc2ccccc12	-6.2%	2.8%
N/C(=N\NS(=O)(=O)c1ccccc1Cl)c1ccccn1	1.3%	-1.4%
CCOc1ccc2nc(NC(=O)c3ccc(C)o3)sc2c1	?	-22.7%
COc1ccc(OC)c(N(CC(=O)Nc2cccc3ccccc23)S(C)(=O)=O)c1	-23.0%	5.2%
CN(C)CC/C=C1\c2ccc(F)cc2Sc2cc(F)c(Cl)cc21	-61.6%	-17.9%
Cc1ccc(NC(=O)N(C2=NCC(C)S2)c2ccccc2)cc1 (stereo not drawn)	?	1.0%
CC(C)NC1(C(N)=O)CCN(Cc2ccccc2)CC1	-2.6%	2.2%
O=C(Nc1ccccc1F)c1ccccc1C(=O)Nc1ccccc1F	-0.2%	21.4%
CN(CCc1ccccc1)C(=O)c1cccc(NC(=O)Cc2cccc(NC(=O)C3CCCN(S(=O)(=O)c4cccc([N+](=O)[O-])c4)C3)c2)c1 (stereo not drawn)	-11.5%	9.7%
CC(=O)Nc1c(Cl)cc2c(c1Cl)Cc1ccccc1-2	-28.5%	-4.0%
CC1(c2nnc(-c3cccc(Cl)c3)o2)CC(c2cccc(Cl)c2)=NO1 (stereo not drawn)	-4.7%	6.5%
c1ccc(COC2COC3C(OCc4ccccc4)COC23)cc1 (stereo not drawn)	19.1%	4.6%
Cc1ccc(Nc2nnc(C)c3ccccc23)c(C)c1	-6.9%	14.4%
CCOC(=O)c1c(NC(=O)COC(=O)CCCOc2ccc(OC)cc2)sc(C(=O)N(C)C)c1C	0.0%	-0.4%
COC(=O)c1ccc(C(=O)OC)c(NC(=O)C2CC(=O)N(C3CCCC3)C2)c1 (stereo not drawn)	0.0%	-0.9%
COc1ccc(C(=O)N(c2ccccc2)c2nccc3ccccc23)cc1OC	-7.5%	9.0%
O=C1NCCC12C(=O)Nc1ccccc12 (stereo not drawn)	6.3%	5.9%
O=[N+]([O-])c1ccc(NS(=O)(=O)c2ccccc2)c(Cl)c1	-57.0%	-0.7%
O=C(Nc1ccc(S(=O)(=O)N2CCOCC2)cc1)c1ccc(Cl)c([N+](=O)[O-])c1	-94.6%	-9.4%
CCOc1ccc(/C=N/OCC(=O)Nc2cc(S(=O)(=O)N3CCOCC3)ccc2OC)cc1	1.3%	3.2%
CCN(CC)S(=O)(=O)c1ccc(OC)c(NC(=O)c2ccc(OC)c([N+](=O)[O-])c2)c1	-2.4%	7.0%
O=C(CN(C1CCCCC1)S(=O)(=O)c1ccc(F)cc1)NCC1CCCO1 (stereo not drawn)	-92.7%[inhibitor]	-3.6%
COc1cc2c(-c3ccccc3)c(C)oc2cc1/C=N/NC(N)=S	-18.6%	-38.4%
OC(CCCN1CCCCC1)(c1ccccc1)c1ccc(C(F)(F)F)cc1 (stereo not drawn)	-47.0%	-3.4%
O=C(Cc1ccccc1)NN=C1CCCC1	-4.1%	1.5%
COCCOC(=O)C1=C(C)NC(=S)NC1c1ccc(OCC(=O)N2CC(C)OC(C)C2)c(OC)c1 (stereo not drawn)	-3.3%	-6.1%
Cc1cc(NC(=O)NCc2ccco2)ccc1NC(=O)NCc1ccco1	-11.7%	-4.7%
CN1C[C@@H]2[C@@H]3C(=O)N(Cc4ccccc4)C(=O)[C@@H]3[C@](C)(C1=O)N2C(=O)c1ccc(C(F)(F)F)cc1	17.1%	-7.9%
COc1ccc(C2(CNC(=O)c3cc(OC)c(OC)c(OC)c3)CCCC2)cc1OC	-11.6%	-6.9%
CCCCN1CC(COc2ccccc2)Oc2cccc(F)c2S1(=O)=O (stereo not drawn)	-10.7%	-19.2%
CN1C(c2ccc(F)cc2)=CS/C1=C(/C#N)c1nnc2n1-c1ccccc1SC2	-27.7%	-3.8%
CN(Cc1cc(Cl)cc(Cl)c1O)Cc1c(O)ccc2ccccc12	-32.6%	-4.6%
CCOc1cc2c(cc1OCC)C(c1ccc(F)cc1)NCC2 (stereo not drawn)	-2.5%	19.4%
Cc1cc(C)cc(NS(=O)(=O)CCCS(=O)(=O)Nc2cc(C)cc(C)c2)c1	-84.8%	3.5%
CN(C(=O)c1cccc(NC(=O)Cc2ccc(NC(=O)C3CCN(C(=O)c4ccccc4)CC3)cc2)c1)C1CCC1	1.6%	8.3%
Nc1ccc(Sc2ccccc2)nc1	0.0%	1.8%
Cc1cc(C)c(S(=O)(=O)Oc2ccccc2[N+](=O)[O-])c(C)c1	-69.3%	-8.6%
CCCCCOc1cccc(C2C(C(=O)c3cccs3)=C(O)C(=O)N2CCN2CCOCC2)c1 (stereo not drawn)	-10.4%	14.2%
CSc1nc(NCCN(C)C)c2sc3nc(-c4ccco4)c4c(c3c2n1)CCC4	-36.6%	3.3%
O=C(Nc1ccc(S(=O)(=O)N2CCCC2)cc1)c1ccc(F)cc1	0.0%	1.1%
CCOc1ccc(NC(=O)CN(C)C(=O)C2CC(=O)N(CCc3ccc(OC)c(OC)c3)C2)cc1OCC (stereo not drawn)	-7.0%	-0.5%
Cc1ccc(C(=O)N2CCC3CC2c2cc(-c4ccc5c(c4)OCO5)ccc23)cc1 (stereo not drawn)	0.0%	0.4%
COC(=O)C1=C(C)N(CCCC(=O)O)C(=O)NC1c1ccc(Cl)cc1 (stereo not drawn)	3.0%	7.4%
O=Cc1c(-c2ccc(Cl)cc2)oc2ccc(O)cc12	?	-2.1%
CN1C(C)(C)CC(=NO)CC1(C)C	-14.5%	3.9%
CC1(C)CCC[C@]2(C)C(CS(=O)c3ccccc3)=C(C=O)CC[C@@H]12 (stereo partly drawn)	-51.4%	-6.1%
CCOc1cc(C=NN2CCCCCC2)ccc1O	-19.2%	0.5%
CCC(=NOCc1ccccc1)C(=O)NNS(=O)(=O)c1ccc(C)cc1	-14.3%	0.1%
Oc1ccc2ccccc2c1CNc1ccc2ccccc2c1	-80.7%	-4.2%
COc1ccc(C(=O)Nc2ccc3[nH]ccc3c2)cc1	?	-10.7%
CN(CC(=O)Nc1cccc(F)c1)C(=O)/C=C/c1ccc(S(=O)(=O)N2CCCCCC2)cc1	-38.9%	-9.0%
CCOC(=O)C1CCCN(C(=O)c2cc3ccccc3cc2OC)C1 (stereo not drawn)	-10.3%	1.8%
CCOc1ccccc1C=NNC(=O)c1cccc2ccccc12	-39.8%	2.3%
Next part:
SMILES	BRCA1 expr act	uPA surface inh
CC1CN(c2nc3c(c(=O)n(C)c(=O)n3C)n2Cc2c(Cl)cccc2Cl)CC(C)O1 (stereo not drawn)	-4.1%	0.0%
Cc1cc(=O)[nH]c(N2CCCCC2)n1	-3.8%	2.4%
CC(O)(c1ccccc1)C(C(c1ccccc1)N1CCOCC1)N1CCOCC1 (stereo not drawn)	-15.2%	2.6%
COc1cccc(CC(NC(C)=O)C(=O)NC2CCN(c3c4c(nc5ncnn35)CCC4)CC2)c1 (stereo not drawn)	-12.8%	4.4%
CC1CCc2c(sc(NC(=O)c3noc4c3CCCC4)c2C(N)=O)C1 (stereo not drawn)	?	3.5%
